From PubChem
Hck Nef HTS: inhibitors of human Hck kinase activated by Nef | AID 463187 | Recombinant Hck-YEEI plus Nef, Z-Lyte FRET kinase assay | actives 0.68% (n = 220,000) | P08631 | inhibition, % at 20 µM;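 active means Hck-Nef kinase inhibition above about 50%, limit read from the data; inactive means inhibition below that limit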;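 further: 0% = DMSO with Hck plus Nef and 100% = Hck alone without Nef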
Tb hexokinase: T. brucei hexokinase 1 inhibition; recombinant TbHK1, G6PDH-coupled NADH A340; inhibition, % at 10 µM; actives 0.11% (n = 220,000); AID 1430;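 active means inhibition of 50% or more in the single-dose primary screen; inactive means inhibition below 50%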
zVAD death inh: L929 zVAD cell death inhibition; L929 zVAD necroptosis rescue, ATP luminescence, 24 h; with zVAD 60 µM; viability rescue, % at 10 µM; actives 0.38% (n = 220,000);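 active means activation, scaled between plate controls, above about 75%, limit read from the data; inactive means activation under that limit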;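 further: 0% = zVAD with DMSO and 100% = DMSO alone without zVAD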
EBV gp42 block: EBV gp42 inhibition; Q1HVG2; Fluorescence polarization binding assay, mP read-out; inhibition, % (tested at 21.74 µM); actives 0.42% (n = 220,000); AID 1085; in the data active means inhibition above about 50%
Target sequence (Q1HVG2 whole entry, looked up): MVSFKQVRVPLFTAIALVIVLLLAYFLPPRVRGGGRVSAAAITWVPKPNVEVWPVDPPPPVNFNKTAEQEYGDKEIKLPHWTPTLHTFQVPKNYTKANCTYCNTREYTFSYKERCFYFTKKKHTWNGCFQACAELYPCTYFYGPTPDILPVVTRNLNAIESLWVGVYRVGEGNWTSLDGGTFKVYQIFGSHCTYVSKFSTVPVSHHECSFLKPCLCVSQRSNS
p47phox inh: inhibitors of human p47phox binding. P14598. actives 0.53% (n = 220,000). p47phox/p22phox peptide binding, fluorescence polarization, 2 h. inhibition, % at 24.7 µM;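 active means inhibition above about 30%, limit read from the data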;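 further: 0% = p47phox with labelled peptide and 100% = labelled peptide alone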
14-3-3 Bad inh: disrupts binding of bovine 14-3-3 zeta to phospho-Bad peptide. P63103. TR-FRET 14-3-3zeta/Dy647-pBad peptide displacement, 1 h. inhibition, % at 21.7 µM. actives 0.71% (n = 220,000). AID 781;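 active means inhibition above about 70%, limit read from the data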;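 further: 0% = full 14-3-3 plus peptide FRET controls and 100% = background without 14-3-3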
Runt-CBFb FRET: inhibitors of human RUNX1 Runt domain binding to CBFb | Q01196+Q13951 | Cerulean-Runt/Venus-CBFb FRET ratio 530/480, 1 h | inhibition, % at 20 µM | actives 0.46% (n = 220,000);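 active means inhibition over about 50% at 20 µM in the single-dose screen, limit read from the data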;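 further: 0% = DMSO wells and 100% = excess unlabeled CBFb competitor control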
Target sequence (Q01196 whole entry, looked up, the tested form may be a part): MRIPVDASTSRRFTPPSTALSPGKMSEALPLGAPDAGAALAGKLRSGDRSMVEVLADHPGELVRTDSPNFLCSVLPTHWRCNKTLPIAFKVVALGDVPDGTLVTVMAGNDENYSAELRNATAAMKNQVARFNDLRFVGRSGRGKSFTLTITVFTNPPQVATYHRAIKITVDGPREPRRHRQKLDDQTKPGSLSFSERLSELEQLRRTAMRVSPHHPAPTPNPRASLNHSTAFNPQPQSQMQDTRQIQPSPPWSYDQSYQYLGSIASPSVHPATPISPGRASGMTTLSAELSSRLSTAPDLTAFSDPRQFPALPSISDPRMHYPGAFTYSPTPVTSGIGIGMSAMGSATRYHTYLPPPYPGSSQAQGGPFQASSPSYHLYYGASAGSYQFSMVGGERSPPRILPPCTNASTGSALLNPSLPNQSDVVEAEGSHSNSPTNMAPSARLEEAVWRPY
Target sequence (Q13951 whole entry, looked up, the tested form may be a part): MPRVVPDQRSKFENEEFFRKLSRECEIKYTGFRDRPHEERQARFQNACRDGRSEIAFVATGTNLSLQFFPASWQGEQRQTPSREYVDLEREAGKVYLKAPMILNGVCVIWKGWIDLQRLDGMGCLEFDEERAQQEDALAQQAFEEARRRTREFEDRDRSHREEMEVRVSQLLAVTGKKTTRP
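System: Cerulean-labeled Runt domain protein | Quantity: 100 nM of each labeled protein | Schedule: 1 h compound exposure, room temperature | Detection: Fluorescence energy transfer, 422 nm excitation, 530/480 nm emission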
Runt-SMMHC FRET: blocks binding of human RUNX1 Runt domain to CBFb-SMMHC | Q01196+Q13951 | Cerulean-Runt/Venus-CBFb-SMMHC FRET ratio 530/480, 1 h | inhibition, % at 20 µM | actives 0.74% (n = 220,000) | AID 1434;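 active means mean inhibition across duplicate retests at 20 µM reaching about 50%, limit read from the data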;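 further: 0% = DMSO wells and 100% = wells with excess untagged CBFb-SMMHC; inhibitors lower the FRET ratio by blocking Runt binding to CBFb-SMMHC; some results filed as inactive read as strong as hits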
MDM2 E3 inh: blocks human Mdm2 ubiquitin ligase activity; Q00987; cell-based MDM2 ubiquitination luciferase reporter, 2 h; 0 = plate control, 100 = twice control, blank-subtracted; signal enhancement, % at 5 µM; actives 0.11% (n = 210,000);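 active means signal enhancement of 30% or more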;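 further: luminescence tracks abundance of the self-degrading MDM2-luciferase fusion protein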
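Assay system: mammalian cells stably expressing self-ubiquitinating, self-degrading MDM2 E3–luciferase fusion. Quantity: 2000 cells in each well. Medium: DMEM culture medium. Compound dosing: single-point 5 µM. Timing: cell settling 4 h, compound treatment 2 h, both 37 °C. Technique: luciferase luminescence. Read-out basis: percent signal gain over controls, blank-subtracted. Benchmarks: plate controls and plate blanks.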
* = called active by the depositor; · = not tested or not shown; [ ] = another dose, or the depositor's remark. Rows are unselected; about 3.2% have a hit in one of these screens.

SMILES	Hck Nef HTS	Tb hexokinase	zVAD death inh	EBV gp42 block	p47phox inh	14-3-3 Bad inh	Runt-CBFb FRET	Runt-SMMHC FRET	MDM2 E3 inh
O=c1[nH]c2c(s1)C(c1ccc(O)cc1)C1C3CCC(C3)C1S2 (configuration not stated)	1	0	0.4	-8	-10	5	16	11	-3
Nc1ccc(N=Nc2ccccc2)c(N)n1	0	0	61	-7	8	-4	-2	-5	·
CCOC(=O)NC(=O)/C(N=Nc1cccc(C(F)(F)F)c1)=C(\C)O	3	-7	0.1	1	-11	-1	-2	0	-14
COc1ccc(-c2noc(C3CCCN(C(=O)Nc4ccccc4)C3)n2)cc1 (configuration not stated)	29	0	-0.1	-17	-3	-6	·	·	2
O=C(CSc1ccc(-c2cccc([N+](=O)[O-])c2)nn1)NCc1ccccc1	1	2	0.0	5	-2	-20	-1	-1	11
Cn1c(=O)c2[nH]c(N3CCN(c4cccc(O)c4)CC3)nc2n(C)c1=O	10	-5	61	3	-11	-22	0	0	-7
CCOC(=O)c1ccc(NC(=O)Cn2nnc(-c3ccccc3F)n2)cc1	3	29	1.0	-22	-15	8[fluorescence artefact?]	-2	1	1
CN(Cc1ccco1)C(=O)Cn1c(=O)oc2cc(S(=O)(=O)NCc3ccccc3)ccc21	21	-20	-0.2	-13	-12	1	2	2	0
CC(=O)Nc1ccc(NC(=O)Cc2sc(C)nc2-c2ccc(C)cc2)cc1	2	-5	0.6	-42	-10	4[fluorescence artefact?]	0	3	-18
Cc1ccc(-n2nnnc2C(Cl)c2nnnn2-c2ccc(C)cc2)cc1	2	4	1.1	-3	-18	5	15	8	-12
CN1CCN(C(=S)Nc2cc([N+](=O)[O-])ccc2Cl)CC1	3	1	-0.4	1	3	1	2	-1	31*
CCCC1=[N+](CC(=O)c2ccccc2)CCn2c(C)ccc21	2	-43	-0.3	-10	9	7[fluorescence artefact?]	-4	-21	-14
COc1cc(NS(=O)(=O)c2ccc(OC)c(C)c2C)c(OC)cc1Cl	8	-1	-0.9	8	3	1	5	-2	-16
Cc1ccc(NC(=O)CC2C(=O)N(Cc3ccccc3)C(=S)N2NC(=O)c2ccccc2)c(C)c1 (configuration not stated)	-1	-2	1.1	0	-10	-5[fluorescence artefact?]	0	0	-5
CC(=O)/C=C1/C(=O)Nc2ccccc21	19	-5	6.2	0	-10	1	10	6	-14
O=C(c1ccc(N2C(=O)CCC2=O)cc1)N1CCOCC1	0	-3	1.2	-7	6	-9	-2	1	-14
Cc1cccc(-n2c3nc(=O)[nH]c(=O)c-3cc3c(C)nn(-c4ccccc4)c32)c1	29	-17	-0.2	-15	-6	9[fluorescence artefact?]	7	14	6
O=C(c1ccccc1)C1CCN(C(=O)c2cccs2)CC1	8	0	2.2	-3	3	-5	1	-5	-7
Cc1nc2ccc(S(=O)(=O)NC(C(=O)N3CCC(C)CC3)C(C)C)cc2s1 (configuration not stated)	2	-4	0.0	-2	11	1	2	3	-6
N#Cc1ccc(CSc2nnc(-c3ccccc3)n2Cc2ccco2)cc1	1	-1	0.1	-7	-8	-15	4	6	-12
CCOC(=O)Cn1c(=O)oc2cc(S(=O)(=O)NCC3CCCO3)ccc21 (configuration not stated)	0	-15	0.8	-13	-9	-14	0	2	3
Cc1cc(NS(=O)(=O)c2ccc(NC(=S)NC(=O)c3ccc(Cl)cc3Cl)cc2)no1	0	-1	0.6	11	-9	1	1	-4	-21
COc1ccc(NC(=O)C2=C(C)NC(=O)NC2c2ccccc2[N+](=O)[O-])cc1 (configuration not stated)	3	6	0.0	-12	-8	-2	-2	-7	-10
CCOc1cc(CN2CCCCC2)ccc1OC	4	-5	0.1	-4	-6	5	1	-1	-2
CCOc1ccccc1Nc1nc(N)nc(CSc2nccc(C)n2)n1	1	-1	0.7	-3	-8	8	0	-5	9
COc1cc2c(cc1OC)[C@H](C)N(C(=S)Nc1ccc(F)cc1)CC2	4	-4	1.2	-14	-2	-5	-1	4	-16
Cc1ccc(S(=O)(=O)N2CCC[C@H]2C(=O)OCC(=O)c2ccc3c(c2)NC(=O)CO3)cc1	18	-1	0.6	-17	-8	-4	2	-26	·
CO/N=C/C(=N\Nc1ccccc1)C(=O)c1ccccc1	18	-4	3.5	4	-12	41	-2	-2	-17
CC1CCc2c(sc(NC(=O)c3ccc(Cn4cc([N+](=O)[O-])cn4)o3)c2C#N)C1 (configuration not stated)	1	-5	0.6	-2	-2	-16	-4	-5	-11
Cc1ccc2c(c1)nnn2C1CCN(S(=O)(=O)c2ccc3ccccc3c2)CC1	23	8	-0.1	-13	-9	4[fluorescence artefact?]	-1	2	6
CCS(=O)(=O)N1CCN(CC(=O)NC2CCCCC2)CC1	12	6	1.1	-2	-7	9	-2	-1	-10
CCOC(=O)Cc1csc(NC(=O)c2c(O)c3ccccc3n(CC(C)C)c2=O)n1	2	-42	0.4	-18	-19	6	-2	-3	3
CCCCOC(=O)n1c(=O)oc2ccccc21	1	3	0.1	-4	-1	-15[fluorescence artefact?]	0	-1	-15
COC(=O)CCCCCCCCC(O)CN(C)C (configuration not stated)	22	6	-0.1	-18	-4	0	2	3	-8
COC(=O)c1c(NC(=O)c2nc3nc(C)cc(C(F)F)n3n2)sc2c1CCC2	3	-10	3.0	-9	19	15	-11	-18	-12
CCOC(=O)CNC(=O)CSc1nnc(-c2ccc(OC)cc2)n1CC	6	10	0.0	-10	-12	0	-1	-2	4
Cc1ccsc1/C=N\NC(=O)Cn1nnc2ccccc21	2	-20	2.9	-6	5	6	0	-2	-19
Cc1csc2c(N3CCN(C(=O)c4ccc(C(C)(C)C)cc4)CC3)ncnc12	11	2	-0.9	-6	-8	-4	-4	-6	1
Cc1cc(N)n(-c2ccccc2C)n1	22	-2	1.9	-2	-3	-8	-2	-2	-6
Cc1ccc(-n2c3c(cc(C(=O)N4CCN(C)CC4)c2=O)C(=O)CC(C)(C)C3)cc1	2	-9	0.9	6	7	-14[fluorescence artefact?]	-1	-4	-2
COc1ccc(CNC(=O)c2cccc3c2C(=O)N(Cc2cccnc2)C3)cc1	-3	-2	1.1	-13	-5	-1	-1	2	-17
COC(=O)c1cc2c(-c3ccccc3)cc3ccccn3c-2c1C(=O)OC	1	-18	0.6	61*	53*	-35[fluorescence artefact?]	38	54*	-15
CC(=O)c1ccc(NC(=O)CN2C(=O)/C(=C/C=C/c3ccccc3)SC2=S)cc1	5	10	0.5	-2	-35	-15	-11	-41	13
COc1cc(C(=O)CSc2nncn2C)cc(OC)c1OC	-21	-9	0.3	-5	-12	-12[fluorescence artefact?]	1	1	-9
CC(/C=C/c1ccc2c(c1)OCO2)=N/NC(=O)COc1ccc(C)cc1	0	-1	0.6	10	-9	1	-1	-2	-12

Five entries from above, with two lines to a compound:
Screens in order: Hck Nef HTS, Tb hexokinase, zVAD death inh, EBV gp42 block, p47phox inh, 14-3-3 Bad inh, Runt-CBFb FRET, Runt-SMMHC FRET, MDM2 E3 inh
COC(=O)CCCCCCCCC(O)CN(C)C (configuration not stated)
    22, 6, -0.1, -18, -4, 0, 2, 3, -8
COC(=O)c1c(NC(=O)c2nc3nc(C)cc(C(F)F)n3n2)sc2c1CCC2
    3, -10, 3.0, -9, 19, 15, -11, -18, -12
CCOC(=O)CNC(=O)CSc1nnc(-c2ccc(OC)cc2)n1CC
    6, 10, 0.0, -10, -12, 0, -1, -2, 4
Cc1ccsc1/C=N\NC(=O)Cn1nnc2ccccc21
    2, -20, 2.9, -6, 5, 6, 0, -2, -19
Cc1csc2c(N3CCN(C(=O)c4ccc(C(C)(C)C)cc4)CC3)ncnc12
    11, 2, -0.9, -6, -8, -4, -4, -6, 1

The list continues:
SMILES	Hck Nef HTS	Tb hexokinase	zVAD death inh	EBV gp42 block	p47phox inh	14-3-3 Bad inh	Runt-CBFb FRET	Runt-SMMHC FRET	MDM2 E3 inh
Cc1cc2oc(=O)cc(CN3CCCCC3)c2cc1C(C)C	1	-18	-0.4	0	-19	-3	-2	2	-3
O=C(Nc1cccc([N+](=O)[O-])c1)N1CCN(c2ccccc2)CC1	21	1	5.1	0	-6	-15	1	-4	-4
CC(=O)c1sc(NC(=O)COc2ccc(C(C)C)c(C)c2)nc1C	14	-4	-0.2	-9	-9	1	-3	2	-12
Cc1noc(C)c1COc1cccc(C(=O)OC(C)C(=O)Nc2ccc3c(c2)OCO3)c1 (configuration not stated)	7	-4	-1.3	-1	-8	-19[fluorescence artefact?]	2	-2	-13
CCCN1C(=O)c2ccc(C(=O)NC3CCCCC3)cc2C1=O	0	5	0.1	10	-17	-2	-2	-2	-11
CNC(=O)CCc1nc(-c2ccc(C(C)(C)C)cc2)no1	2	6	-0.3	-17	0	-9[fluorescence artefact?]	-8	-2	-9
CC(C)(C)c1ccc(C2(C)NC(=O)N(CC(=O)c3ccc[nH]3)C2=O)cc1 (configuration not stated)	0	-6	-0.1	-9	-7	-2	-2	-4	-7
O=C(Oc1cc(Cl)cc(Cl)c1)c1cnc2n(c1=O)CCS2	-158	-5	0.9	-7	-1	1	-1	0	-7
COC(=O)Nc1nnc(COc2ccccc2)s1	17	-5	0.6	-12	-6	-3	0	2	-5
Cc1cc(-c2ccccc2)nc(SCc2ccc(C(=O)O)o2)n1	3	-5	-0.4	-23	-4	-2	5	0	-3
O=C(COC(=O)c1ccc([N+](=O)[O-])s1)NCc1ccc(F)cc1	10	-11	0.4	-25	-3	-3[fluorescence artefact?]	-2	-1	5
O=C(NNC(=S)NCc1ccccc1)c1cccc([N+](=O)[O-])c1	15	-4	1.1	-19	4	-13	2	0	-1
Clc1ccc(-c2nn3cnnc3s2)c(Cl)c1	-5	-5	2.5	-10	-1	-4	1	0	-8
O=C(Nc1nc2ccccc2s1)C1CC(=O)N(c2ccc(Br)cc2)C1 (configuration not stated)	0	-1	0.2	-7	-27	0	4	-5	15
Cc1cc(C=NCCCO)c(C)n1-c1cc(Cl)ccc1Cl	20	11	0.0	-9	1	10	1	2	-11
COc1ccc(OC)c(NC(=O)C2CCCNC2=O)c1 (configuration not stated)	1	-3	0.8	-11	-9	-3[fluorescence artefact?]	-1	-3	-16
CCN(CC)CCCN(Cc1cc2cc3c(cc2[nH]c1=O)OCO3)C(=S)NCc1ccco1	5	-29	-0.4	-14	-17	-14	-23	-140	-3
Cc1cc(Cl)ccc1NC(=S)N1CCOCC1	3	-2	0.0	-19	-13	-17[fluorescence artefact?]	-1	-4	·
CCN(c1ccccc1)S(=O)(=O)c1ccc(OC)c(NC(=O)C2CC(=O)N(Cc3ccccc3)C2)c1 (configuration not stated)	12	-16	-0.1	-7	-10	-2	-4	-3	·
CC(=O)C(Sc1ccc2nnc(-c3ccc(F)cc3)n2n1)C(C)=O	3	-4	0.6	-3	-2	10	2	-1	-16
COc1ccc(Nc2nc(Nc3ccc(OC)cc3)nc(SC3=NCCS3)n2)cc1	2	-15	-0.3	-4	-10	10	0	1	-15
CCOC(=O)N1CCC(NC(=O)Cn2ncc3c2-c2cc(C)ccc2OC3)CC1	-1	-7	-0.3	-2	-10	6	0	-1	-12
O=C(O)Cn1ncc2c1-c1ccoc1CC2	2	1	-0.6	-3	7	0	5	-6	-18
COc1ccc2oc(C(=O)OCC(=O)NC(=O)NC(C)C)c(C)c2c1	3	-9	-0.5	-17	0	-3	3	-2	-12
CC(=O)N1c2ccccc2N2C(c3c(C)c(C)cc(C)c3C)=NON12	18	-4	-1.0	-15	-2	2	-1	-3	-14
